ERK EGF block: inhibitors of EGF-stimulated ERK signaling pathway; HEK293-V1b, EGF-stimulated phospho-ERK AlphaScreen; hit rate 0.41% among 130,000; Potency, µM (highest dose often 11.5 µM), inactives show at the top dose activity change, negative = inhibition, most hits filed as inhibitors; AID 1454; active means well fitted inhibition curve with a large enough effect; inconclusive means small, poorly fitted or top-dose-only effect, or effect the other way;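 further: plate controls were stimulated vehicle wells for no effect and unstimulated vehicle basal for full effect; nearly all actives have a fitted effect of over 55% in size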
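Readout: AlphaScreen signal for phosphorylated ERK in lysed HEK293 cells stably expressing V1b. Stimulus 25 nM EGF, 5 min, following 30 min compound exposure. Data scaled to DMSO basal and full EGF activation.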
Active calls of the source: *; [ ] = remark or other dose. Potency means the concentration at half of the fitted maximal effect.

For COc1ccccc1-c1nc2ccccc2nc1-c1ccccc1OC the results were ERK EGF block 2%.
`CCn1cc(C(C)NC(=O)Nc2ccc3c(c2)OCO3)c(C)n1` (configuration not stated) gave ERK EGF block 6%.
`CN1CCN(C(=O)c2ccc3c(c2)N(Cc2ccc(Cl)cc2)C(=O)c2ccccc2S3=O)CC1` (configuration not stated) gave ERK EGF block 8%.
For CCOC(=O)C1(CCOC)CCN(Cc2nc(-c3cccs3)oc2C)CC1 the results were ERK EGF block -4%[57.5 µM].
Screening Cc1ccnc(NC(=O)COc2ccccc2[N+](=O)[O-])c1 returned ERK EGF block -3%.
O=C(c1ccoc1)N1CCC2(CC1)Oc1ccc(F)cc1C(=O)C21CC(c2ccc(Cl)cc2)=NO1 (configuration not stated) was read as ERK EGF block 8%[57.5 µM].
For O=C(O)CC/C(=N/NC(=O)CNC(=O)Cc1ccc(Cl)cc1)c1ccccc1 the results were ERK EGF block 9%[57.5 µM].
For O=C(CSc1nc2ccccc2s1)NCc1ccc2c(c1)OCO2 the results were ERK EGF block -10%.
For CC(=O)c1cc2c(cc1NC(=O)C1CCC1)OCO2 the results were ERK EGF block 1%.
For COc1ccc(NC(=S)NC(=O)c2ccc(Br)o2)cc1 the results were ERK EGF block 35%.
COc1cccc(Nc2ncc(C#N)c(N)n2)c1 was read as ERK EGF block 2%[57.5 µM].
CC(=O)c1ccc(N2CCN(C(=O)Nc3ccc(C(C)C)cc3)CC2)cc1 was read as ERK EGF block inconclusive.
Cc1cccc(Oc2cc(NC(=O)Cn3cnc([N+](=O)[O-])n3)cc([N+](=O)[O-])c2)c1 was read as ERK EGF block 12%.
For Cc1ccc(C(=O)NC(=S)Nc2ccc(N3CCOCC3)cc2)c(C)c1 the results were ERK EGF block inconclusive.
`CC(CN(C)C)CN1c2ccccc2CCc2ccccc21` (configuration not stated) gave ERK EGF block 22%.

The closing three entries of the part above lead into the next.
Cc1cccc(Oc2cc(NC(=O)Cn3cnc([N+](=O)[O-])n3)cc([N+](=O)[O-])c2)c1 was read as ERK EGF block 12%.
For Cc1ccc(C(=O)NC(=S)Nc2ccc(N3CCOCC3)cc2)c(C)c1 the results were ERK EGF block inconclusive.
`CC(CN(C)C)CN1c2ccccc2CCc2ccccc21` (configuration not stated) gave ERK EGF block 22%.
For CC(Sc1nnc2ccccn12)C(=O)NCc1ccc2c(c1)OCO2 (configuration not stated) the results were ERK EGF block 12%.
For Cc1nc2sc(C(c3cccs3)N3CC(C)CC(C)C3)c(O)n2n1 (configuration not stated) the results were ERK EGF block 6%.
For OCCC1CN(Cc2cccc(O)c2)CCN1CCc1ccccc1 (configuration not stated) the results were ERK EGF block 2%.
Screening O=C(CSc1nc(-c2ccccc2)cs1)NC(=O)NCc1ccco1 returned ERK EGF block -2%.
Screening O=C(O)/C=C\C(=O)Nc1ccc(OC(F)F)cc1 returned ERK EGF block -7%.
`CN(C)c1ncc2nc(CCc3ccccc3)c(=O)n(-c3ccccc3)c2n1` gave ERK EGF block -8%.
For O=S(=O)(Cc1ccccc1)NCC1CCCN(Cc2cccc3nonc23)C1 (configuration not stated) the results were ERK EGF block 3%.
Screening Cc1cccc(CCNC(=O)CN(C)S(=O)(=O)c2cnc[nH]2)c1 returned ERK EGF block -1%.
For CCC(CC)C(=O)N1CCN(c2ccccc2)CC1 the results were ERK EGF block 5%.
COc1ccc(C2CC(c3ccc(C)o3)=NN2C(C)=O)cc1 (configuration not stated) was read as ERK EGF block 2%.
Screening COC(=O)c1cnc(Nc2ccc(Cl)cc2)c([N+](=O)[O-])c1 returned ERK EGF block inconclusive.
`CC1CC(CC(=O)NC(=S)Nc2ccccc2Cl)C(=O)O1` (configuration not stated) gave ERK EGF block -2%.
`COC(=O)c1[nH]c(C)c(/C(O)=C2\C(=O)C(=O)N(CCN(C)C)C2c2cccc(OC)c2OC)c1C` (configuration not stated) gave ERK EGF block 5%.
For CCCn1cnc2sc(CC)cc2c1=O the results were ERK EGF block 3%.
For O=C1NCCN/C1=C\C(=O)c1ccc(Cl)cc1 the results were ERK EGF block 1%[57.5 µM].
For Cc1cc(C)cc(NC(=S)NCCN(C2CCCCC2)C2CCCC2)c1 the results were ERK EGF block 2%.
`CSc1nc(-c2ccc(Cl)cc2)nc(N)c1C#N` gave ERK EGF block 2%[57.5 µM].
C#CCOC(=O)Nc1cnccc1C(F)(F)F was read as ERK EGF block 6%[57.5 µM].
For O=C1CCCN1CCCNC(=S)Nc1ccc(F)cc1 the results were ERK EGF block -5%.
Screening O=C(CCNC(=O)Cn1ccc2ccccc2c1=O)NCc1ccccn1 returned ERK EGF block 1%.
For CCC(C)[C@H](N)c1cn([C@@H](Cc2ccc(O)cc2)C(=O)N2CCNCC2)nn1 (some centres not stated) the results were ERK EGF block -7%[57.5 µM].
COc1cc(CN2CCCC(C(=O)c3ccc4c5c(cccc35)CC4)C2)cc(OC)c1O (configuration not stated) was read as ERK EGF block -10%.
For COCC(=O)OCC(=O)Nc1cc([N+](=O)[O-])ccc1Cl the results were ERK EGF block 1%.
Screening O=C(NN=C1CCN(Cc2ccccc2)CC1)c1cccc(S(=O)(=O)Nc2ccccc2Cl)c1 returned ERK EGF block -5%.
`N/C(=N\OC(=O)CCCc1ccccc1)c1cccnc1` gave ERK EGF block -1%.
`O=C(CCc1nnc(CCCc2ccccc2)o1)NCCCC1CCCC1` gave ERK EGF block 8%.
`O=C(c1cnccn1)N1CCC2(CC1)CN(c1ccccn1)C2` gave ERK EGF block -7%.
Screening COc1ccc(C(=O)NNc2cc(C)nc(NNC(=O)c3ccc(OC)cc3)n2)cc1 returned ERK EGF block -1%.
For O=C1C=C(Nc2cccc(O)c2)CC(c2ccco2)C1 (configuration not stated) the results were ERK EGF block 1%.
For O=C(CSc1nnc(Cc2ccccc2)o1)Nc1ccccc1 the results were ERK EGF block -10%.
For COc1ccc(/C=C2\CCOC2=O)cc1 the results were ERK EGF block 7%[57.5 µM].
CCOCc1cc(C)[nH]c(=O)c1C#N was read as ERK EGF block -8%[57.5 µM].
`Cc1nn(-c2ccccc2)c(Cl)c1CN(C(=O)CCl)c1ccc(Cl)cc1` gave ERK EGF block -1%.
`CCn1c(=O)c2c(nc3n2CCCN3c2cccc(C)c2)n(C)c1=O` gave ERK EGF block 4%[57.5 µM].
For O=S(=O)(Cc1ccc(Cl)cc1)c1ncc(CO)n1Cc1ccccc1 the results were ERK EGF block -2%.
Screening COc1ccccc1NS(=O)(=O)c1cccc(C(=O)NNC(=O)C(NC(N)=O)C(C)C)c1 (configuration not stated) returned ERK EGF block -3%[57.5 µM].
Screening COC(=O)[C@H](Cc1ccccc1)NC(=O)O[C@@H]1C(=O)c2cc(OC)ccc2O[C@H]1c1cccc(OC)c1 returned ERK EGF block 9%.
Screening O=C(NN1C(=O)c2ccccc2NC1c1ccccn1)c1ccc([N+](=O)[O-])cc1 (configuration not stated) returned ERK EGF block 8%.
For O=C(CSc1nnc(-c2cccs2)o1)NCc1ccco1 the results were ERK EGF block -1%.
Screening Cc1sc2ncnc(OCc3nnc(-c4cccs4)o3)c2c1C returned ERK EGF block 5%.
CCCCCCN1C=C/C(=C\C=C(C#N)C#N)c2ccccc21 was read as ERK EGF block 14µM*.
For CCN(c1ccccc1)S(=O)(=O)c1cc(C(=O)OC(C)C(=O)Nc2ccc3c(c2)OCCO3)ccc1C (configuration not stated) the results were ERK EGF block -2%.
COc1cccc(N=C(N)N)c1 was read as ERK EGF block -9%.
For Cc1ccc(-c2n[nH]c(=O)c3ccccc23)cc1S(=O)(=O)NC(C)(C)C the results were ERK EGF block inconclusive.
For O=C(Nc1ccc(F)cc1)C1C(c2ccccc2)C1(Cl)Cl (configuration not stated) the results were ERK EGF block 4%.
Screening S=c1[nH]nc(-c2ccc3ccccc3n2)n1-c1cc(Cl)cc(Cl)c1 returned ERK EGF block 13%.
For O=C(CNS(=O)(=O)c1ccccc1)OCc1cccc([N+](=O)[O-])c1 the results were ERK EGF block -3%.
`CN(C)CCNC(=O)Cc1ncc(C(F)(F)F)cc1Cl` gave ERK EGF block -2%.
For CCN(CC)c1ccc(/C=N/NC(=O)c2cccc(S(=O)(=O)N3CCOCC3)c2)cc1 the results were ERK EGF block -9%.
`Cc1ccc(OCC(=O)N2N=C(c3cccnc3)CC2(O)C(F)(F)F)cc1C` (configuration not stated) gave ERK EGF block -3%.
`O=C(CC(=O)Nc1cccc(Cl)c1)N/N=C\c1ccccc1` gave ERK EGF block -11%.
`COc1ccc(NC(=O)N2CCC3(CC2)CCN(C(=O)c2cc(C(F)(F)F)cc(C(F)(F)F)c2)CC3)cc1` gave ERK EGF block -1%.
Screening COc1ccc(NS(=O)(=O)c2ccc(N3CCCC3)c(NC(=S)Nc3cccc(S(=O)(=O)N(C)C)c3)c2)cc1 returned ERK EGF block 3%.
For O=C(O)c1ccccc1C(=O)Nc1ccc(Oc2ccc3ccccc3c2)cc1 the results were ERK EGF block 9%.
Screening CC[C@H](C)C(C(=O)N1CCN(C(=O)OC(C)(C)C)CC1)n1cc(C(Cc2ccc(O)cc2)NC(=O)OC(C)(C)C)nn1 (some centres not stated) returned ERK EGF block -22%[57.5 µM].
c1ccc2oc(-c3ccn[nH]3)cc2c1 was read as ERK EGF block 3%[57.5 µM].
`CSc1cccc(NC(=S)N2CCCN(Cc3cccc(Cl)c3)C2)c1` gave ERK EGF block 2%.
Screening Oc1ccc(Cl)cc1C=NCCc1ccccc1 returned ERK EGF block 3%.
`COc1cccc(OC)c1C(=O)OCC(=O)Nc1cccnc1Cl` gave ERK EGF block -3%.
NC(=O)c1ccc(NC(=O)COC(=O)c2c3c(nc4ccccc24)/C(=C\c2cccs2)CCC3)cc1 was read as ERK EGF block -3%.
For Cc1ccc(/C=C/C(=O)N2CCCC(C(N)=O)C2)o1 (configuration not stated) the results were ERK EGF block 33%[57.5 µM].
`COc1ccc(C(=O)ON=C2c3ccccc3-c3ccccc32)cc1OC` gave ERK EGF block 0%.
`O=C(c1cc([N+](=O)[O-])cc([N+](=O)[O-])c1)N1CCOCC1` gave ERK EGF block 0%.
`CC(C)NC(=O)N1CC2(CCN(C(=O)c3cccn3C)CC2)C1` gave ERK EGF block 6%.
For CCn1c(CC(=O)Nc2ccc(C)cc2)n[nH]c1=S the results were ERK EGF block 8%.
CCOC(=O)N/N=C\c1sccc1C was read as ERK EGF block 0%.
Screening CCOc1ccc(/C=C2\SC(=O)N(c3ccc(O)cc3)C2=O)cc1OC returned ERK EGF block 2%[57.5 µM].
Screening Cc1ccc(C(=O)Nc2ccccc2C(=O)NC(Cc2c[nH]c3ccccc23)C(=O)O)cc1 (configuration not stated) returned ERK EGF block 4%.
For O=C(O)CS/C(=C\c1ccc(F)cc1)c1nc2ccccc2s1 the results were ERK EGF block -8%.
Screening OC1CCN(CC(O)C(F)(F)F)CC1 (configuration not stated) returned ERK EGF block -14%.
`COc1cc(C(=S)N2CCCC2)cc(OC)c1OS(=O)(=O)c1ccc(NC(C)=O)cc1` gave ERK EGF block 4%.
`C#CCN1C(=O)C(O)(CC(=O)/C=C/c2ccco2)c2ccccc21` (configuration not stated) gave ERK EGF block 0%.
Screening Cn1c(Cc2ccc3c(c2)OCO3)nnc1SCC(=O)NC(C)(C)C returned ERK EGF block -11%.
COc1cc([N+](=O)[O-])c2nccnc2c1 was read as ERK EGF block 0%.
`COc1ccc(NC(=S)NCC(c2cccnc2)N2CCOCC2)cc1` (configuration not stated) gave ERK EGF block -4%[57.5 µM].

Arranged by heavy-atom count (smallest number first): 7 of the compounds above
Screening OC1CCN(CC(O)C(F)(F)F)CC1 (configuration not stated) returned ERK EGF block -14%.
For CCn1c(CC(=O)Nc2ccc(C)cc2)n[nH]c1=S the results were ERK EGF block 8%.
`O=C(c1cc([N+](=O)[O-])cc([N+](=O)[O-])c1)N1CCOCC1` gave ERK EGF block 0%.
`COc1ccc(NC(=S)NCC(c2cccnc2)N2CCOCC2)cc1` (configuration not stated) gave ERK EGF block -4%[57.5 µM].
`COc1ccc(C(=O)ON=C2c3ccccc3-c3ccccc32)cc1OC` gave ERK EGF block 0%.
`COc1cc(C(=S)N2CCCC2)cc(OC)c1OS(=O)(=O)c1ccc(NC(C)=O)cc1` gave ERK EGF block 4%.
Screening Cc1ccc(C(=O)Nc2ccccc2C(=O)NC(Cc2c[nH]c3ccccc23)C(=O)O)cc1 (configuration not stated) returned ERK EGF block 4%.

Taken from the results shown, 2 compounds:
COc1cc([N+](=O)[O-])c2nccnc2c1 was read as ERK EGF block 0%.
`COc1ccc(NC(=S)NCC(c2cccnc2)N2CCOCC2)cc1` (configuration not stated) gave ERK EGF block -4%[57.5 µM].

Further results.
For c1ccc(Nc2nc(NCc3ccco3)c3ccccc3n2)cc1 the results were ERK EGF block inconclusive.
COc1cc(OC)c(OC)cc1/C=N/NC(=O)c1ccc2nc[nH]c2c1 was read as ERK EGF block -6%[57.5 µM].
`CCOc1ccc(Cc2nc(N)nc(N)n2)cc1` gave ERK EGF block -8%.
`CN1C(=O)C(CC(=O)Nc2ccc(Cl)cc2)N(Cc2ccco2)C1=S` (configuration not stated) gave ERK EGF block 3%.
Screening C/C(=N\NC(N)=O)c1c(F)cccc1F returned ERK EGF block -8%[57.5 µM].
Screening OCCN1CCN(CC(O)COCCOc2ccc(Br)cc2)CC1 (configuration not stated) returned ERK EGF block 10%.
O=C(O)c1ccc(B(O)O)cc1 was read as ERK EGF block 0%.
Screening Cc1cc(NC(=O)COC(=O)CNS(=O)(=O)c2ccc(C)c(C)c2)no1 returned ERK EGF block 0%.
N#CC(Sc1ccccn1)c1ccc(Cl)cc1 (configuration not stated) was read as ERK EGF block -1%.
`O=C1CCCN1CN(C(=O)c1ccccc1)c1ccccc1` gave ERK EGF block -4%.

Screens from PubChem BioAssay.

An excerpt; the hit share may differ from the screen's.
